Source: PubChem (several laboratories)
Rac1 wt GTP bind = human Rac1 wildtype GTP binding, inhibitors and activators. P63000. GST-Rac1 beads, fluorescent GTP binding, flow cytometry; actives lie on both sides; 0 = cold GTP competed, 100 = untreated. GTP binding activity (% of control), % at 10 µM. actives 0.27% (n = 190,000). AID 757;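 active = GTP binding activity at least 20 points away from the 100% control level, either lower or higher; inconclusive = compound flagged as likely green fluorescent, judged across all proteins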
RGS8-Gao = regulators of human RGS8-Galphao interaction; P09471; multiplexed bead flow cytometry, RGS8-Galphao binding; actives lie on both sides; response (percent of control binding), % at 10 µM; actives 0.34% (n = 220,000); in the data active = response below about 60% or above about 140%; inactive = in between;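 also: Galphao activated as the GDP aluminium fluoride complex binding bead-coupled RGS8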
Target sequence (P09471 whole entry, looked up): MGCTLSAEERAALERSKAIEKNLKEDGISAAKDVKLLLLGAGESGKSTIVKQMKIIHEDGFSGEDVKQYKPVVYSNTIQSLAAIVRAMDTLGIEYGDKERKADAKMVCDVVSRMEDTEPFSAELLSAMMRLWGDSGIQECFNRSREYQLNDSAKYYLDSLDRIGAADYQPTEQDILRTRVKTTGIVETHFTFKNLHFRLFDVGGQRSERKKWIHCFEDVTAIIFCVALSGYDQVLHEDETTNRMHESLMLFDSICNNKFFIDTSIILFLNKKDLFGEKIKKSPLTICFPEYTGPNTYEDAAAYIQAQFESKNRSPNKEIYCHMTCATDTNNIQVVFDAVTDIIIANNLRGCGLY
Mcl-1 Bim block = human Bim-Mcl-1 interaction inhibition | actives 0.1% (n = 190,000) | Bead-based flow cytometry, Bim peptide-Mcl-1 binding | inhibition, % at 10 µM; in the data active = inhibition above about 40%;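 also: 0% = no compound tracer wells and 100% = peptide blocker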
Cdc42 wt = changes GTP binding to wildtype human Cdc42. percent activity (GTP binding), % at 10 µM. actives 0.2% (n = 190,000). AID 761. GST-Cdc42 beads, Bodipy-GTP binding, flow cytometry; actives lie on both sides;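 active = percent activity GTP binding at least 20 points away from the 100% baseline, either down as inhibitor or up as activator; inconclusive = compound flagged as likely green fluorescent from well-wide comparison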;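 also: median bead fluorescence of bound Bodipy-FL-GTP at 100 nM; 0% = excess unlabeled GTP control and 100% = no compound control; below 100% means less GTP binding so inhibitor and above means activator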
Target sequence (P60953 whole entry, looked up): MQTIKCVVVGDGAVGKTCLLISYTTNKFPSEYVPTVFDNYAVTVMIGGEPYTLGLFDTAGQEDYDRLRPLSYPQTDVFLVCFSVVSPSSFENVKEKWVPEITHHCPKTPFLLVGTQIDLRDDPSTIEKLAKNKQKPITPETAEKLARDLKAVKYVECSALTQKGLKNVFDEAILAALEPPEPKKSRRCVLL
Pf gamet viab = kills late stage P. falciparum gametocytes. P. falciparum stage V gametocytes, ATP luminescence, 24 h. inhibition, % at 10.9 µM. actives 0.065% (n = 150,000). AID 743093;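 active = inhibition above the mean plus 3 SD of compounds within the control limits, set per campaign, cut at about 38% in these data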;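 also: 0% = DMSO wells and 100% = medium only without gametocytes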
Mcl1-Noxa inh = disrupts binding of human Mcl-1 to Noxa peptide | actives 1.5% (n = 220,000) | TR-FRET Mcl-1/Noxa peptide binding, 2 h | inhibition, % at 21.7 µM | AID 1022;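 active = compounds that cut the protein-peptide binding signal by more than 50% relative to plate controls in a single-dose test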;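 also: His-tagged Mcl-1 with rhodamine Noxa BH3 peptide and terbium anti-His antibody; 0% = Mcl-1 plus Noxa peptide wells and 100% = peptide-only wells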
Rab2A wt mod = changes GTP binding to wildtype dog Rab2A, up or down | P61105 | GST-Rab2 wt beads, Bodipy-GTP binding, flow cytometry | GTP binding activity, % at 10 µM | actives 0.19% (n = 190,000) | AID 760;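 active = GTP binding activity at least 20 points away from 100%, either lowered or raised; inconclusive = signal likely due to the compound's own green fluorescence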;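 also: 0% = beads with excess unlabeled GTP and 100% = no-compound control corrected for plate trend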
HRas wt GTP bind = human HRas wildtype GTP binding, change in either direction. actives 0.14% (n = 190,000). AID 759. GST-Ras wt beads, Bodipy-FL-GTP binding, flow cytometry; actives lie on both sides. GTP binding activity, % at 10 µM. P01112;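 active = GTP binding activity at least 20% away from the 100% baseline, either lowered as inhibitor or raised as activator; inconclusive = flagged as likely green fluorescent, judged across all proteins in the well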;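 also: 0% = unlabeled GTP competition control and 100% = no-compound control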
Target sequence (P01112 whole entry, looked up): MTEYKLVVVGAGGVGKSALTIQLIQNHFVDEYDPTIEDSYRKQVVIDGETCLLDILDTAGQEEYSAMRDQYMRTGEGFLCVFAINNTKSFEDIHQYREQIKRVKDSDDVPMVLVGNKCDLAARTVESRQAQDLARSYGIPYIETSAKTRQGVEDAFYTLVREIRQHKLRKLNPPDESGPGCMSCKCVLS
Rac1 mut GTP = modulators of GTP binding to human Rac1 activated mutant | actives 0.11% (n = 190,000) | AID 764 | percent activity (GTP binding), % at 10 µM | GST-Rac1 activated beads, fluorescent GTP binding, flow cytometry; actives lie on both sides; 100% means binding = to untreated wells;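 active = GTP binding at least 20 percentage points away from the 100% baseline, in either direction, so actives lie on both sides; inconclusive = Compound likely fluorescent itself, or too few beads counted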
Rab7 wt modul = alters GTP binding to wildtype dog Rab7 | GST-Rab7 beads, fluorescent GTP binding, flow cytometry; actives lie on both sides; untreated = 100%, excess cold GTP = 0% | GTP binding activity (percent of control), % at 10 µM | actives 0.055% (n = 190,000);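 active = fluorescent GTP binding to Rab7 beads changed by at least 20 points from the 100% baseline, either direction, mostly lower; inconclusive = compound itself probably fluorescent, or too few beads counted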;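 also: median green fluorescence of bound Bodipy-FL-GTP per Rab7 bead population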
Mcl1 Bid PPI = Mcl-1/Bid interaction inhibition; Q07820; TR-FRET Mcl-1/Bid-Dy647 peptide binding, 1536-well; inhibition, % at 21.7 µM; actives 0.97% (n = 220,000); AID 1021;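 active = compounds that cut the binding signal by more than half at the single screening dose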;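 also: His-tagged Mcl-1 with europium anti-His antibody binding Bid BH3 peptide; 0% = Mcl-1 plus peptide wells and 100% = peptide-only wells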
* = called active by the depositor; u = inconclusive; x = not tested or not shown.

SMILES	Rac1 wt GTP bind	RGS8-Gao	Mcl-1 Bim block	Cdc42 wt	Pf gamet viab	Mcl1-Noxa inh	Rab2A wt mod	HRas wt GTP bind	Rac1 mut GTP	Rab7 wt modul	Mcl1 Bid PPI
CNC(=O)c1cc2c(ccc3ccccc32)o1	99	97	1	97	1	7	97	99	98	100	-14
CC1CCCN(c2ccc(C(=O)OCn3nnc4ccccc4c3=O)cc2[N+](=O)[O-])C1 (stereo not given)	99	120	-1	96	-3	5	95	96	97	96	-10
CCCNS(=O)(=O)c1ccc(CCC(=O)Nc2ccc3c(c2)OCO3)cc1	104	89	0	101	x	-17	101	102	97	102	-30
O=C(CNS(=O)(=O)c1ccccc1F)Nc1ccc(N2CCOCC2)cc1	109	101	4	99	4	2	101	99	101	104	-36
NC12CC3CC(C1)CC(CO)(C3)O2	104	100	-3	102	x	5	103	101	98	97	-12
Cc1ccc(-c2nn(-c3ccccc3)cc2C=C2C(=O)CC(C)(C)CC2=O)cc1	96	102	-7	95	x	36	93	95	91	92	33
Cc1nnc(NC(=O)C2CCCCC2)s1	96	98	-2	99	-11	12	95	96	98	98	2
COc1ccc(N(CC(=O)NCc2ccccc2)C(=O)Cn2nnc(-c3ccccc3F)n2)cc1OC	98	97	-2	96	x	-20	98	99	98	101	-3
Cc1ccc(NC(=O)COC(=O)c2ccnn2C)cc1	102	97	-1	99	x	16	100	100	99	101	-36
CC1CC(C(F)F)n2nc(C(=O)O)cc2N1 (stereo not given)	100	99	-5	98	x	22	96	98	97	100	-6
CCn1cc([N+](=O)[O-])nc1C	107	104	0	103	23	11	103	103	102	102	-15
O=C(Nc1ccc(-c2nnc3n2CCCCC3)cc1)c1cc2ccccc2o1	108	105	-1	103	x	12	103	104	100	104	9
COc1ccc([N+](=O)[O-])cc1NC(=O)Cc1ccc(Cl)cc1	100	95	-4	98	x	4	99	101	101	98	-5
COC(=O)C1=C(C)N=C2SCCC(=O)N2C1c1cccs1 (stereo not given)	103	100	6	100	x	-8	99	101	97	101	-24
CCN(Cc1ccccc1)S(=O)(=O)c1ccc(S(=O)(=O)N(Cc2cccc(OC)c2)CC2CCCO2)cc1 (stereo not given)	103	100	2	105	x	3	103	103	101	97	-9
Cn1c(SCC(=O)N2CCCc3ccccc32)nnc1-c1cccs1	107	103	-2	106	-2	10	103	102	103	98	-15
Cc1ccc2c(CC(=O)N3CCc4ccccc43)coc2c1	102	99	6	94	24	-7	98	99	98	97	-13
Cc1cc(NC(=O)CSc2nc3cc4c(cc3c(=O)n2CCc2ccccc2)OCO4)no1	u	101	-1	u	0	-11	u	u	u	u	-1
CN(Cc1ccc2nonc2c1)Cc1nc(CC2CC2)no1	98	99	0	99	16	-2	99	96	97	98	-42
C=CCNC(=O)c1onc(CSc2cccc(C)c2)c1C(=O)O	96	104	-1	97	-2	28	93	97	94	94	9
Cc1onc(-c2ccccc2Cl)c1C(=O)Nc1ccccc1	102	101	-2	99	-3	-3	99	102	98	98	-2
O=C(c1noc2c1CCCC2)N1CCCCC1	106	103	-1	100	x	-9	101	99	99	98	-24
Cc1cccc(N2CCN(C(=O)c3ccncc3)CC2C)c1 (stereo not given)	100	100	3	101	16	7	100	102	97	102	-25
COC(=O)c1ccccc1NC(=O)CSCC(=O)Nc1ccc(F)cc1	104	103	-1	105	x	-3	105	106	102	98	-26
CCOC(=O)C1=C(c2ccccc2)NC(=S)NC1c1cc([N+](=O)[O-])ccc1OC (stereo not given)	105	100	2	104	2	6	102	103	100	101	-9

Remaining list, next part:
SMILES	Rac1 wt GTP bind	RGS8-Gao	Mcl-1 Bim block	Cdc42 wt	Pf gamet viab	Mcl1-Noxa inh	Rab2A wt mod	HRas wt GTP bind	Rac1 mut GTP	Rab7 wt modul	Mcl1 Bid PPI
Cc1c(NC(=O)C2CCCN2S(=O)(=O)c2cccc3nsnc23)cccc1C(=O)O (stereo not given)	111	101	0	107	x	6	105	104	102	102	-6
CCCCC(=O)Nc1ccc(C(=O)N2CCN(C)CC2)cc1	98	99	-4	96	-3	-2	96	97	98	95	-3
COc1ccc(C(=O)N2CCN(C(=O)c3ccc(-c4ccccc4)cc3)CC2)cc1OC	98	105	2	95	27	-4	97	100	96	104	-20
O=C(CSc1nc2ccccc2c(=O)n1Cc1ccco1)c1ccccc1	106	100	-7	105	x	36	98	99	97	94	8
O=C(O)CC1SC(=O)N(Cc2ccccc2)C1=O (stereo not given)	100	98	-1	100	-9	4	100	101	97	99	1
O=C(Cn1nnc2ccccc2c1=O)N[C@@H](Cc1c[nH]c2ccccc12)C(=O)O	95	101	-1	95	-9	5	95	94	99	98	-31
CCOC(=O)COc1ccc2c(C)cc(=O)oc2c1C(=O)c1ccccc1	98	99	-2	98	-20	-8	101	101	97	108	-66
Cc1ccc(NC(=O)COC(=O)c2ccc([N+](=O)[O-])o2)cc1S(=O)(=O)N1CCCCC1	99	99	-1	99	x	13	97	97	95	96	-27
CCc1nc2scc(-c3ccccc3)c2c(=O)n1N	100	108	-3	99	x	19	101	100	95	104	-28
Cc1ccc(-n2c(C)n[nH]c2=S)cc1	101	118	-8	100	1	15	99	96	100	96	-29
O=C1C(=O)N(CCO)C(c2cccc(F)c2)/C1=C(\O)c1ccc(Cl)cc1 (stereo not given)	102	100	0	103	-9	18	102	101	98	101	-17
CCC(=O)Nc1cccc(NC(=O)c2cc3ccccc3o2)c1	101	102	-7	103	-15	-12	105	103	98	102	-9
c1ccc(C2C3=C(Nc4ncnn42)c2ccccc2CCC3)cc1 (stereo not given)	103	108	0	103	3	8	100	101	100	102	5
Nc1nc(SCC(=O)N2CCN(S(=O)(=O)c3ccc(Cl)cc3)CC2)n[nH]1	102	94	0	100	4	23	97	99	96	102	-6
COC(CNc1ncnc2c1cnn2C)OC	99	102	0	94	20	3	100	101	98	107	-8
CCOC(=O)C1=NN(c2ccc(OC)cc2)C(c2ccccc2)CC1=O (stereo not given)	101	101	-2	100	x	10	97	99	98	95	-5
O=c1c2ccccc2nc2n1C(CSc1ccc(Cl)cc1)CN2 (stereo not given)	98	101	-1	104	-7	0	99	101	98	96	-232
COc1ccc(O)c(-c2cc(-c3cccs3)[nH]n2)c1	101	105	0	100	-8	3	98	99	99	102	0
O=C(c1ccc(COc2ccccc2[N+](=O)[O-])o1)N1CCCCC1	98	101	18	97	15	12	97	95	97	99	-6
O=[N+]([O-])c1ccc(CSc2nnc(SCc3ccccc3)s2)cc1	96	87	26	96	x	10	96	95	96	100	-12
CC(CCc1ccccc1)NC(=O)COC(=O)c1cccc2ccccc12 (stereo not given)	103	103	-5	100	12	3	99	100	96	95	2
COc1ccc2nc(-c3ccco3)c(-c3ccco3)nc2c1	97	83	3	95	x	101*	95	96	94	97	26
CCN(CC)c1ccc(/C=N/OCC(=O)N2CCCc3ccccc32)cc1	95	101	-7	93	x	28	93	94	92	94	-35
CCCCCCNC(=O)C(C#N)c1nc2ccccc2nc1N1CCCC1 (stereo not given)	107	102	-2	103	x	11	106	106	101	108	-6
O=C(c1cccc(Oc2ccc([N+](=O)[O-])cc2Cl)c1)N1CCCCC1	101	104	2	93	-22	-3	100	100	95	104	6

Next part
SMILES	Rac1 wt GTP bind	RGS8-Gao	Mcl-1 Bim block	Cdc42 wt	Pf gamet viab	Mcl1-Noxa inh	Rab2A wt mod	HRas wt GTP bind	Rac1 mut GTP	Rab7 wt modul	Mcl1 Bid PPI
CC(C)OCCCNc1ncnc2c1[nH]c1ccccc12	98	102	-2	95	x	3	95	95	96	97	-7
COC(=O)c1cc(NS(=O)(=O)c2ccc(N3CCOCC3)c(N)c2)cc(C(=O)OC)c1	97	105	0	97	-7	32	95	95	96	96	-48
CCn1c2ccccc2c2cc(CN3CCN(S(=O)(=O)Cc4ccccc4)CC3)ccc21	102	112	-7	100	x	30	100	100	101	97	13
COc1ccc(CC(=O)Nc2ccc3c(C)cc(=O)oc3c2)cc1OC	101	94	-2	97	11	1	99	99	99	97	-16
COc1ccccc1NS(=O)(=O)c1cccc(C(=O)N/N=C/c2ccc3c(c2)OCCO3)c1	101	95	-1	99	9	4	99	100	102	98	-2
Cc1ccc(-c2cc(-c3ccc(F)cc3)c(C#N)c(N)n2)o1	104	86	-3	100	-7	46	99	99	98	101	1

Compounds listed so far that contain an aryl thioether with sulfur outside any ring, in the order listed:
SMILES	Rac1 wt GTP bind	RGS8-Gao	Mcl-1 Bim block	Cdc42 wt	Pf gamet viab	Mcl1-Noxa inh	Rab2A wt mod	HRas wt GTP bind	Rac1 mut GTP	Rab7 wt modul	Mcl1 Bid PPI
Cn1c(SCC(=O)N2CCCc3ccccc32)nnc1-c1cccs1	107	103	-2	106	-2	10	103	102	103	98	-15
Cc1cc(NC(=O)CSc2nc3cc4c(cc3c(=O)n2CCc2ccccc2)OCO4)no1	u	101	-1	u	0	-11	u	u	u	u	-1
C=CCNC(=O)c1onc(CSc2cccc(C)c2)c1C(=O)O	96	104	-1	97	-2	28	93	97	94	94	9
O=C(CSc1nc2ccccc2c(=O)n1Cc1ccco1)c1ccccc1	106	100	-7	105	x	36	98	99	97	94	8
Nc1nc(SCC(=O)N2CCN(S(=O)(=O)c3ccc(Cl)cc3)CC2)n[nH]1	102	94	0	100	4	23	97	99	96	102	-6
O=c1c2ccccc2nc2n1C(CSc1ccc(Cl)cc1)CN2 (stereo not given)	98	101	-1	104	-7	0	99	101	98	96	-232
O=[N+]([O-])c1ccc(CSc2nnc(SCc3ccccc3)s2)cc1	96	87	26	96	x	10	96	95	96	100	-12
